Bioassay records: PubChem, National Center for Advancing Translational Sciences (NCATS)
FEN1 inh – blocks human flap endonuclease 1. hit rate 0.35% among 390,000. P39748. Potency, µM (top dose mostly 114 µM), for the others: at the highest dose activity change, negative = inhibition, hits mostly inhibitors. AID 588795. Recombinant FEN1 flap cleavage, fluorescence, 15 min; note: nearly all actives have a fitted effect of over 65% in size
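FEN1 at 10 nM preincubated with compounds 15 min at room temperature, then flap DNA substrate added at 50 nM final. Signal read at 0 and 15 min; concentration-response fitted with four-parameter Hill equation.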
KAT2A inh – blocks human GCN5L2 histone acetyltransferase; Q92830; GCN5L2 HAT assay, ThioGlo1 CoA-SH fluorescence; hit rate 0.21% among 390,000; AID 504327; Potency, µM (titrated, usually from 58.9 µM), inactives show top-dose activity change, negative = inhibition, most hits filed as inhibitors
Target sequence (Q92830 whole entry, looked up): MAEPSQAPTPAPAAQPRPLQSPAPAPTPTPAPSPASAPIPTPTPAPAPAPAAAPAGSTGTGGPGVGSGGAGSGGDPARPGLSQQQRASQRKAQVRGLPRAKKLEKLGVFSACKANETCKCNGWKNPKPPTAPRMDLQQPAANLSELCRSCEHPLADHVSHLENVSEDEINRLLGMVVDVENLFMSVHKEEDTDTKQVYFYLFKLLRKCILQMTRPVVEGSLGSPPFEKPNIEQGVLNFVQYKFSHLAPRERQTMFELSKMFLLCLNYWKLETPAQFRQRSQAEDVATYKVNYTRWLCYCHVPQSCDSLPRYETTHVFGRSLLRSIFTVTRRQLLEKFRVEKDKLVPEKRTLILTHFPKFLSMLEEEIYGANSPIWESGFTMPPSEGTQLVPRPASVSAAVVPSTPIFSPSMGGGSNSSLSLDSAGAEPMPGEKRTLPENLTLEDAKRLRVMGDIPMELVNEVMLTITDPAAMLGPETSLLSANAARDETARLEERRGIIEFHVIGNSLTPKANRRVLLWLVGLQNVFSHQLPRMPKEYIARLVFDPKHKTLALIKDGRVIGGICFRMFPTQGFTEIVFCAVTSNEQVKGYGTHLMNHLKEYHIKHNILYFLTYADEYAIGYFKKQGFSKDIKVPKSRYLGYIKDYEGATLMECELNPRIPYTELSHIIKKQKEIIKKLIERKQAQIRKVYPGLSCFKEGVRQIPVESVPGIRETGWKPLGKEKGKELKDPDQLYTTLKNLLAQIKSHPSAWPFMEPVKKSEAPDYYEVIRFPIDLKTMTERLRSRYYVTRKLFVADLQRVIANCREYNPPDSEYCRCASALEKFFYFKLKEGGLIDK
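Preincubate 20nM GCN5L2 with compound 15 min, RT → add 50uM ThioGlo1 + 75uM H3(1-25) + 70uM acetyl-CoA → read fluorescence 0 and 20 min. Primary qHTS; fluorescent artifacts likely.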
N370S GC mod – N370S glucocerebrosidase modulation, Gaucher chaperone candidate. P04062. N370S GC spleen homogenate, 4MU-glucoside fluorescence. Potency, µM (titrated, usually from 59.4 µM), for inactives: top-dose activity change, negative = inhibition, hits mostly inhibitors. hit rate 0.092% among 330,000. AID 2101;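 note: 0% = full enzyme activity and -100% = no enzyme basal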
Active calls of the source: *; u = inconclusive; x = not tested or not shown; & = joins results of further samples; [ ] = remark or other dose. Calls come from the whole dose curve; as a rule, active = well fitted curve in the direction sought with a large enough effect; inconclusive = small, poorly fitted or top-dose-only effect, or another doubt; inactive = no such curve, though single readings can be large; an effect the other way counts as inactive or inconclusive. Unless noted, % is set by controls: 0 for no effect and ±100 for the full control effect; potency is the fitted concentration of half-maximal effect. This is a subset; the hit share may differ from the screen's.

FEN1 inh	KAT2A inh	N370S GC mod	SMILES
-2.4%	-2.7%	-13.3%	CC1(C)CC(=O)C(C=NCc2ccc3c(c2)OCO3)=C(O)C1
-4.5%	0.7%	0.5%	Nc1cc(=O)[nH]c(SCC(=O)N2CCCc3ccccc32)n1
1.2%	-9.3%	4.2%	CCCCn1nnc(NC(=O)COc2ccc(Cl)c(C)c2)n1
10.4%	0.0%	-1.1%	Cc1ccc(C(C)C)cc1OCCCCN1CCCC1
-10.7%	-6.2%	14.2%	CC(Sc1nc2ccccc2s1)C(=O)N(C)Cc1ccccc1 (stereo unspecified)
11.2%	-0.9%	-4.9%	COc1ccccc1CN(CC(=O)NCc1ccc2c(c1)OCO2)C(=O)c1csnn1
-4.3%	-4.1%	-6.6%	C/C=C/c1ccc(OCC(=O)Nc2ccc(OC)c(OC)c2)c(OC)c1
-11.3%	0.6%	-6.1%	CCCN1CCN(C(=O)CCNC(=O)Cn2cnc3ccccc3c2=O)CC1
-1.6%	-2.0%	3.1%	O=C(NCCO)/C(=C\c1ccc2c(c1)OCO2)NC(=O)c1ccc(Br)cc1
8.7%	7.4%	-8.5%	Cc1cc(NC(=O)/C(C#N)=C/c2ccc(-c3ccc(SC(F)F)cc3)o2)n(-c2ccccc2)n1
0.6%	-0.4%	2.7%	Cn1ccnc1C1CCCCN1Cc1nc(-c2ccc(Cl)cc2)no1 (stereo unspecified)
23.4%	-17.2%	-0.4%	CCCNC(=O)c1ccccc1NC(=O)C1=CSCCO1
2.5%	-7.2%	-1.4%	Cc1c(NC(=S)NC(=O)c2ccc(-c3ccc(Cl)cc3)o2)cccc1C(=O)O
-8.5%	-22.5%	-4.1%	COCCCNC(=O)c1cn(Cc2c(F)cccc2Cl)nn1
15.2%	-5.4%	2.2%	Cc1ccc(NC(=O)CN(C)S(=O)(=O)c2cnc[nH]2)c(C)c1
-22.2%	-9.8%	x	COc1ccc(Cl)cc1NC(=O)COC(=O)C1CCCCC1
-17.5%	-6.0%	4.1%	CC(C)C(c1nnnn1Cc1cccs1)N1CCN(c2ccccc2)CC1 (stereo unspecified)
-0.1%	-11.1%	x	Cc1ccccc1CN1C(=O)c2ccccc2Sc2ccc(C(=O)NCCc3ccccc3)cc21
-2.5%	-18.6%	-2.2%	COc1cc(NC(=O)c2cc3ccccc3o2)c(OC)cc1Br
x	-4.8%	11.1%	Cn1c(=O)c2ncn(CC(=O)N=Nc3c(O)[nH]c4ccccc34)c2n(C)c1=O
-9.5%	-2.0%	4.0%	Cc1ccc(S(=O)(=O)N2CCCc3ccccc32)cc1C
-2.3%	-0.1%	-14.7%	N=c1n(Cc2ccccc2)c2ccccc2n1CC(O)COc1ccccc1 (stereo unspecified)
-2.0%	-9.0%	-15.0%	O=C(NCc1cccnc1)c1cc(S(=O)(=O)N2CCOCC2)c(Cl)cc1Cl
8.7%	-6.2%	u	CCc1ccc(NS(=O)(=O)c2cc3[nH]c(=O)c(=O)[nH]c3cc2C)cc1
-4.0%	14.1µM*	1.8%	CC(C)n1c(=O)[nH][nH]c1=S
6.3%	11.3%	0.3%	Cn1nc(C(=O)Nc2ccc(S(=O)(=O)N3CCCCC3)cc2)ccc1=O
14.0%	38.8%[activator]	1.7%	COc1cc(/C=c2/sc3nc(-c4ccccc4)c(-c4ccccc4)n3c2=O)cc(OC)c1OC
-3.9%	-10.1%	-16.2%	CSc1ccccc1NC(=O)CN1CCCCC1
0.8%	-8.4%	6.3%	COc1ccccc1NC(CC(=O)c1ccccc1)C(=O)OCC(=O)c1ccc(Br)cc1 (stereo unspecified)
0.1%	21.8%	10.3%	Cc1nc(CN2CCC(c3ccccc3)CC2)cc(=O)[nH]1

The last six compounds of the section before open the next one.
FEN1 inh	KAT2A inh	N370S GC mod	SMILES
-4.0%	14.1µM*	1.8%	CC(C)n1c(=O)[nH][nH]c1=S
6.3%	11.3%	0.3%	Cn1nc(C(=O)Nc2ccc(S(=O)(=O)N3CCCCC3)cc2)ccc1=O
14.0%	38.8%[activator]	1.7%	COc1cc(/C=c2/sc3nc(-c4ccccc4)c(-c4ccccc4)n3c2=O)cc(OC)c1OC
-3.9%	-10.1%	-16.2%	CSc1ccccc1NC(=O)CN1CCCCC1
0.8%	-8.4%	6.3%	COc1ccccc1NC(CC(=O)c1ccccc1)C(=O)OCC(=O)c1ccc(Br)cc1 (stereo unspecified)
0.1%	21.8%	10.3%	Cc1nc(CN2CCC(c3ccccc3)CC2)cc(=O)[nH]1
0.0%	-5.5%	0.8%	CSc1nccc(Oc2cncc(Cl)c2)n1
2.5%	1.2%	-3.4%	CCN(CC(=O)NCc1ccc(F)cc1)CC(O)COCc1cccc(OC)c1 (stereo unspecified)
-14.3%	-28.0%	7.9%	Cc1ccc(/C(O)=C/C(=O)C(=O)NNC(=O)C(O)(c2ccccc2)c2ccccc2)cc1
-4.9%	3.8%	-6.1%	c1ccc(-c2nn[nH]n2)nc1
-6.0%	4.2%	x	CCc1ccc(S(=O)(=O)Nc2c(C)nn(C)c2C)cc1
6.6%	-9.9%	-10.7%	O=C(O)/C=C\C(=O)Nc1ccc(OCc2ccccc2)cc1
-10.0%	-11.4%	-5.0%	COc1ccccc1NC(=O)c1c([N+](=O)[O-])cnn1C
12.8%	-3.1%	-3.2%	CC(Oc1cccc(Cl)c1)C(=O)Nc1ccc(N2CCOCC2)cc1N1CCOCC1 (stereo unspecified)
15.1%	u	-1.0%	COc1cc(/C=C/C(=O)NC2CCCCC2)cc(OC)c1OC
-9.0%	-8.7%	10.6%	O=C(NCC(=O)N(c1ccc(F)cc1)C(C(=O)NCC1CCCO1)c1ccccc1)c1ccco1 (stereo unspecified)
u	-10.3%	x	COc1ccc(-c2c(-c3ccc(S(C)(=O)=O)cc3)sc3ccc(OC)cc23)cc1
1.5%	-3.9%	-2.3%	CNc1c(NS(=O)(=O)c2ccc(Cl)s2)c(=O)oc2ccccc12
13.2%	-7.3%	x	COc1cc(NC(=O)c2cc3cc4cc(OC)ccc4nc3o2)cc(OC)c1
-2.5%	-2.8%	11.6%	Cn1c(=O)n(/N=C/c2ccccc2)c2ccccc21
-5.8%	-18.0%	1.6%	O=C(O)c1c(NC(=O)c2cccc3ccccc23)sc2c1CCC2

Quoted from the listing:
In KAT2A inh, Cc1ccc(S(=O)(=O)N2CCCc3ccccc32)cc1C has -2.0%
In KAT2A inh, CC(C)C(c1nnnn1Cc1cccs1)N1CCN(c2ccccc2)CC1 (stereo unspecified) has -6.0%
In KAT2A inh, O=C(NCc1cccnc1)c1cc(S(=O)(=O)N2CCOCC2)c(Cl)cc1Cl has -9.0%

Further compounds follow:
FEN1 inh	KAT2A inh	N370S GC mod	SMILES
3.0%&-16.2%	-3.6%&-20.6%	-24.8%	COc1cccc(CNC(=O)CN(c2ccc(C(C)C)cc2)S(=O)(=O)c2c(C)noc2C)c1
-15.2%	-8.6%	-7.3%	COc1ccc(CN(CCC(c2ccccc2)c2ccc(OC(C)C)cc2)C(=O)CCl)cc1OC (stereo unspecified)
-0.4%	2.1%	x	CCc1ccccc1NC(=O)CCNS(=O)(=O)c1ccc2c(c1)CCCC(=O)N2
-2.2%	u	5.5%	C[C@H](NC(N)=O)C(=O)OCC(=O)Nc1ccc(OC(F)F)cc1
-0.8%	-3.8%	-12.5%	Cc1cccc(NS(=O)(=O)c2cc(C(=O)N3CCCCCC3)ccc2C)c1
1.1%	-6.6%	-3.3%	COc1ccc(N2CCN(Cc3nc4c(c(=O)[nH]c(=O)n4C)n3CC(C)=O)CC2)cc1
-3.3%	-6.1%	x	CCc1ccccc1NC(=O)C1=C(C)C(=O)OC12CCCCCC2
36.3%	-3.4%	u	Cc1cccc(C)c1Nc1nnc(SCc2cc([N+](=O)[O-])cc3c2OCOC3)s1
x	2.9%	-8.4%	COc1ccc(CNC(=O)C2CCC(CNc3nc(=S)[nH]c4ccccc34)CC2)cc1 (stereo unspecified)
-29.3%	-9.6%	0.1%	C=CCOC(=O)C1=C[C@@H](C2CCCCC2)C[C@@H](OCc2ccc(CO)cc2)O1
1.6%	2.2%	3.7%	Cc1ccc2c(CSc3nc4nc(C)cc(C)n4n3)cc(=O)oc2c1
1.2%	-0.8%	-0.2%	Cc1nc2ccccc2n1CCOc1ccccc1
-0.9%	2.6%	-2.0%	CCOc1ccccc1N(C)C(=O)c1cn(CC)c(=O)c2cc(OC)c(OC)cc12
x	-3.3%	4.5%	O=C(NCCCN1CCCC1=O)c1ccc2c(=O)n(-c3ccc(F)cc3)c(=S)[nH]c2c1
-1.5%	-7.7%	x	COCCn1c(=N)c(C(=O)NCC2CCCO2)cc2c(=O)n3ccccc3nc21 (stereo unspecified)
-13.9%	-1.3%	4.2%	CCOc1ccc(N(CC(=O)NCc2cccs2)S(=O)(=O)c2c(C)noc2C)cc1
0.6%	0.4%[0.501 µM]	5.5%	O=C(CN1CCN(Cc2ccccc2Cl)C1=O)NC1CCCCCCC1
-6.5%	-8.5%	4.3%	CN1CCN(C(=O)CCc2nc(-c3ccc(Cl)cc3)no2)CC1
u	-12.8%	-7.5%	CCOC(=O)C1=C(Cc2ccc(F)cc2)C(=O)c2ccccc2C1=O
2.7%	-0.1%	-0.4%	O=C(/C=C/c1ccccc1)NCc1ccc2c(c1)OCO2
2.8%	28.5%	4.5%	Cc1nn(CC(=O)c2ccc(Cl)cc2Cl)c(C)[n+]1N
-0.8%	-1.2%	-16.6%	NC(=O)C1CCN(C(=O)c2cc3n(n2)C(C(F)(F)F)CC(c2ccco2)N3)CC1 (stereo unspecified)
0.2%	1.4%	7.8%	CCOC(=O)c1c(NC(=O)c2cc3n(n2)C(C(F)(F)F)CC(c2cccs2)N3)sc(C)c1C (stereo unspecified)
-20.9%	-12.4%	-1.3%	NS(=O)(=O)c1cc(C(=O)N=Nc2c(O)[nH]c3ccccc23)ccc1Cl
-8.8%	-0.6%	-11.4%	Cc1ccc(OCC(=O)Nc2ccc3c(c2)nc(CCN2CCOCC2)n3C)cc1
1.3%	-7.7%	-2.2%	CN1C(=O)[C@H]2[C@@H](C3CC3)N3C(=O)CN(Cc4ccc(-c5ccccc5)cc4)C(=O)[C@@]3(C)[C@H]2C1=O
-5.3%	-3.4%	-2.7%	CC(NC(=O)C1CCC(CNC(=O)[C@@H]2Cc3ccccc3CN2)CC1)c1ccccc1 (stereo partly specified)
-20.7%	-12.7%	u	O=C1/C(=C/C=C/c2ccccc2)Oc2c1ccc(O)c2CN1CCN(CCO)CC1
1.1%	u	x	O=C(Cn1c(=O)oc2cc(S(=O)(=O)N3CCCC3)ccc21)NCc1ccc(Cl)cc1
14.2%	-15.3%	-0.3%	Cc1c(C)c2cc3c(C)coc3cc2oc1=O
0.1%	0.0%	-12.6%	Cc1ccn2cc(-c3ccc(NS(=O)(=O)c4ccccc4)cc3)nc2c1
-2.2%	-17.6%	18.1%	C/C(=N\NC(=S)NC1CCCCC1)c1ccc(C)o1
x	-9.7%	5.7%	COc1ccccc1N/C=C1/Sc2cc(Cl)ccc2NC1=O
25.5%	2.2%	1.4%	C/C(Cc1ccccc1)=N\NC(=O)CNC(=O)c1ccccc1Br
6.4%	-10.8%	10.0%	Nc1c(C(=O)NCc2ccc3c(c2)OCO3)nnn1-c1ccc(OC(F)(F)F)cc1
1.9%	-0.9%	7.6%	COc1ccccc1N(CC(=O)Nc1ccc(F)c(F)c1)S(C)(=O)=O
-3.6%	-12.0%[0.501 µM]	-3.3%	O=C(N/N=C/c1ccccn1)C1CC1
10.1%	-3.0%	-28.8%	CCCCS(=O)(=O)N1CCC(C(=O)Oc2ccccc2OC)CC1
5.5%	2.9%	7.6%	O=c1oc2ccccc2cc1-c1cn(-c2ccccc2)c(=S)[nH]1
5.4%	-4.7%	x	O=C(COc1ccc(F)cc1)NCC1(N2CCOCC2)CCCCC1
0.5%	1.4%	9.0%	CCn1ncc(/C=N\NC(=O)COc2ccccc2)c1C
-11.2%	-30.6%	-11.8%	O=C(Nc1ccc(Cl)c(S(=O)(=O)N2CCCCC2)c1)c1ccncc1
1.2%	-6.4%	22.2%	O=C(Nc1ccccc1Cl)C1(c2ccccc2)CC1(Cl)Cl (stereo unspecified)
3.5%	-15.5%	-3.9%	O=C(O)C1CCC(N2C(=O)c3cccc([N+](=O)[O-])c3C2=O)CC1 (stereo unspecified)
-18.8%	-5.4%	x	O=C(NCCc1ccccc1)c1ccc2c(c1)N(Cc1ccccc1Cl)C(=O)c1ccccc1S2
-0.2%	-7.7%	2.8%	CC(C)c1ccc(/C=N/NC(=O)c2cccc(S(=O)(=O)N3CCOCC3)c2)cc1
1.4%	4.4%	-5.9%	CCOCCCNC(=O)c1c(-c2ccccc2)noc1C
-4.8%	-0.3%	0.6%	O=C(NCC1CCCO1)C1CCCN1C(=O)Nc1ccc(Cl)c(Cl)c1 (stereo unspecified)
1.0%	24.9%	-0.2%	CCn1c(SCC(=O)Nc2ccc(F)cc2)nc2ccccc2c1=O
